# Casp6 inh: human caspase-6 inhibitors, primary screen, biochemical, VEID-R110 fluorescence, single point, set 2 | P55212 | purified caspase-6, Z-VEID-R110 cleavage fluorescence | inhibition, % at 12.5 µM | actives 0.53% (n = 350,000);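 active = mean inhibition across replicates at least about 35%, with every replicate also reaching that limit, limit read from the data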;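 also: 0% = median of neutral control wells and 100% = no fluorescence left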
# Target sequence (P55212 24-179 limits assumed): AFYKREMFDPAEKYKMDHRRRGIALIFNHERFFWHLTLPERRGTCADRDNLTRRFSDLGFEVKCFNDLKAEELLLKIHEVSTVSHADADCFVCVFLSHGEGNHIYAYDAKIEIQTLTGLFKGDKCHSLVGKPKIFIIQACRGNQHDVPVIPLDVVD
# Target sequence (P55212 194-293 limits assumed): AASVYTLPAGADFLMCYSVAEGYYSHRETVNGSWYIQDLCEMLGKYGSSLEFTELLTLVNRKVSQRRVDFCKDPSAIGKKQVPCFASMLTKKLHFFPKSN
# PGC1a acetyl inh: inhibitors of PGC1a acetylation signal, primary screen, cell-based, U2OS, AlphaScreen, inhibitor mode; actives 0.17% (n = 350,000); AlphaScreen anti-acetyl-lysine; with virally co-expressed GCN5 acetyltransferase; inhibition, % at 15.6 µM;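 active = every replicate shows inhibition of at least 40%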;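 also: 0% = neutral control wells and 100% = positive control wells; some results beyond the cut were filed as inactive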
# LGR2 inh: inhibitors of bursicon-induced LGR2 CRE-luciferase signal, primary screen, cell-based, HEK293, CRE-luciferase reporter, bursicon stimulation; Drosophila bursicon receptor LGR2 (rickets); bursicon-stimulated, 4 h; inhibition, % at 9.99 µM; actives 0.35% (n = 380,000); AID 720647, 2013;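 active = drop in luminescence signal, shown as inhibition above about 50% in the replicate tests, limit read from the data, passing the limit was not always enough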;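 also: agonist challenge used bursicon conditioned medium at about half maximal strength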
# Cneo AK release: Cryptococcus neoformans cell lysis inducers, primary screen, AK release luminescence, single concentration | actives 0.2% (n = 360,000) | lysis activity, % at 15 µM | C. neoformans lysis, adenylate kinase release luminescence, 4 h; normalised: neutral wells 0, clomiphene wells 100;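 active = mean lysis activity across replicates of at least 80%, whatever share of replicates individually reach that level; inactive = mean lysis activity below 80%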
#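 Test system: log-phase Cryptococcus neoformans yeast cells; Quantity: yeast cell density of 5 × 10^6 cells/mL; Buffer or medium: YPD; Doses: single compound concentration per well; Timing: 4 h at 37 °C static, read 1 h later; Measured by: AK luminescence; Read-out basis: lysis from increased AK signal; Control set: Clomiphene as positive control.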
# EWS-Fli block: EWS/Fli-driven NR0B1 reporter inhibitors, primary screen, A673 cells, NR0B1 luciferase, luminescence, MLPCN library. viability-normalised. inhibition, % at 12.6 µM. actives 0.67% (n = 350,000);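 active = mean inhibition of at least 50% after viability correction, with every replicate also passing that limit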;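 also: firefly luciferase signal divided by Alamar Blue viability fluorescence both relative to DMSO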
# FN deposition inh: inhibitors of fibronectin matrix deposition, primary screen, AH1F cells, Alexa488-fibronectin fluorescence, plate reader. AH1F fibroblasts, overnight. actives 0.086% (n = 350,000). inhibition, % at 12.6 µM;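 active = mean inhibition across replicates of 30% or more, regardless of how many single replicates reach that level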;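 also: positive control wells lacked labelled fibronectin entirely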
#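 material = AH1F fibroblast monolayer depositing Alexa488-labelled fibronectin into matrix | amount = 10000 AH1F cells/well | buffer or medium = DMEM plus 2% serum, read in PBS | incubation = 1 h cell adhesion before compound, then overnight fibronectin incubation | detection = fluorescence at 485 nm excitation, 525 nm emission | evaluation = percent inhibition as loss of matrix-bound fibronectin fluorescence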
# miR-122 sensor: miR-122 Renilla sensor signal increase in Huh7, primary screen, miR-122 inhibitor project, cell-based, single point, plate reader; Huh7 miR-122 Renilla luciferase sensor, 48 h; neutral wells = 0, positive control = 100; activation (reporter increase), % at 12.5 µM; actives 0.3% (n = 340,000); AID 602342, 2012;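 active = mean replicate activation score at least 90 and every replicate individually at or above 90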;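 also: higher luciferase means less miR-122 activity so hits act as miR-122 inhibitors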
# PAX8 inh HTS: inhibitors of PAX8-driven TPO luciferase reporter, primary screen, RMG-I cells, single concentration | SteadyGlo, 24 h | inhibition, % at 12.6 µM | actives 1.2% (n = 360,000) | AID 652154, 2013;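 active = mean replicate inhibition at least 60% with every replicate also reaching 60%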;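 also: luciferase light reporting Pax8 driven TPO promoter activity; plate controls were median of neutral control wells for no effect and mitoxantrone controls for full effect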
# Active calls of the source: *; x = not tested or not shown; [ ] = remark or other dose.
# The first 13 records, to show the layout:
SMILES,Casp6 inh,PGC1a acetyl inh,LGR2 inh,Cneo AK release,EWS-Fli block,FN deposition inh,miR-122 sensor,PAX8 inh HTS
Oc1ccc(NC(=S)N=Nc2c(O)[nH]c3ccccc23)cc1,22,-31,-43,13,-21,5,-7,-50
C[C@@H]1CN([C@H](C)CO)C(=O)Cc2cc(NC(=O)Cc3ccccc3)ccc2O[C@@H]1CN(C)Cc1ccc2c(c1)OCO2,0,-13,-23,-3,-7,3,-1[16.7 µM],24
CN(C(=O)c1ccccc1[N+](=O)[O-])c1ccccc1C(=O)NCc1ccccc1,3,-11,2,0,3,x,2,3
COc1cc(C(CCN2CCN(c3ccccc3)CC2)c2c(OC)cc(OC)c3ccc(=O)oc23)cc(OC)c1OC (configuration not stated),-4,17,-7,4,-1,9,0,7
COc1cccc(C(=O)Nc2ccc3c(c2)OC[C@H](C)NC[C@H](C)[C@H](OC)CN(C)C3=O)c1,0,-4,7,2,6,3,5[16.7 µM],x
CCCCN1C(=O)C(CC(=O)NCCCN(C)C)CC(C(=O)N2CCCCCC2)=C1C (configuration not stated),-8,x,11,x,-9,-3,x,-22
COc1ccc(C(CNC(=O)C(=O)Nc2ccc3c(c2)OCCO3)N2CCN(C)CC2)cc1 (configuration not stated),-3,16,-4,2,-3,6,-2,-14
O=C(N[C@H]1CC[C@H](CCn2cc(-c3ccccc3)nn2)O[C@@H]1CO)c1ccccc1F,-4,-3,9,1,8,-19,x,24
C/C=C/c1ccc2c(c1)O[C@@H](CN(C)C(=O)CC1CC1)[C@H](C)CN([C@H](C)CO)S2(=O)=O,4,-1,-15,-2,0,0,0[16.7 µM],x
O=C(C[C@H]1CC[C@H]2[C@@H](COC[C@@H](O)CN2S(=O)(=O)c2ccc(F)cc2)O1)N1CCc2ccccc2C1,2,5,-8,5,0,-5,-4[16.7 µM],15
C[C@@H]1CN([C@H](C)CO)C(=O)Cc2cc(NC(=O)Nc3ccc(C(F)(F)F)cc3)ccc2O[C@@H]1CN(C)C(=O)NC1CCCCC1,x,2,13,x,19,x,18[16.7 µM],-1
CCCCN(C)CCCNC(=O)c1cc(-c2cccnc2)nc2ccccc12,x,7,-10,-1,-11,1,x,10
COc1ccc(OC)c(S(=O)(=O)NCCCn2ccnc2)c1,-23,29,12,-1,9,2,66,3

# Main list (from the top)
SMILES,Casp6 inh,PGC1a acetyl inh,LGR2 inh,Cneo AK release,EWS-Fli block,FN deposition inh,miR-122 sensor,PAX8 inh HTS
Oc1ccc(NC(=S)N=Nc2c(O)[nH]c3ccccc23)cc1,22,-31,-43,13,-21,5,-7,-50
C[C@@H]1CN([C@H](C)CO)C(=O)Cc2cc(NC(=O)Cc3ccccc3)ccc2O[C@@H]1CN(C)Cc1ccc2c(c1)OCO2,0,-13,-23,-3,-7,3,-1[16.7 µM],24
CN(C(=O)c1ccccc1[N+](=O)[O-])c1ccccc1C(=O)NCc1ccccc1,3,-11,2,0,3,x,2,3
COc1cc(C(CCN2CCN(c3ccccc3)CC2)c2c(OC)cc(OC)c3ccc(=O)oc23)cc(OC)c1OC (configuration not stated),-4,17,-7,4,-1,9,0,7
COc1cccc(C(=O)Nc2ccc3c(c2)OC[C@H](C)NC[C@H](C)[C@H](OC)CN(C)C3=O)c1,0,-4,7,2,6,3,5[16.7 µM],x
CCCCN1C(=O)C(CC(=O)NCCCN(C)C)CC(C(=O)N2CCCCCC2)=C1C (configuration not stated),-8,x,11,x,-9,-3,x,-22
COc1ccc(C(CNC(=O)C(=O)Nc2ccc3c(c2)OCCO3)N2CCN(C)CC2)cc1 (configuration not stated),-3,16,-4,2,-3,6,-2,-14
O=C(N[C@H]1CC[C@H](CCn2cc(-c3ccccc3)nn2)O[C@@H]1CO)c1ccccc1F,-4,-3,9,1,8,-19,x,24
C/C=C/c1ccc2c(c1)O[C@@H](CN(C)C(=O)CC1CC1)[C@H](C)CN([C@H](C)CO)S2(=O)=O,4,-1,-15,-2,0,0,0[16.7 µM],x
O=C(C[C@H]1CC[C@H]2[C@@H](COC[C@@H](O)CN2S(=O)(=O)c2ccc(F)cc2)O1)N1CCc2ccccc2C1,2,5,-8,5,0,-5,-4[16.7 µM],15
C[C@@H]1CN([C@H](C)CO)C(=O)Cc2cc(NC(=O)Nc3ccc(C(F)(F)F)cc3)ccc2O[C@@H]1CN(C)C(=O)NC1CCCCC1,x,2,13,x,19,x,18[16.7 µM],-1
CCCCN(C)CCCNC(=O)c1cc(-c2cccnc2)nc2ccccc12,x,7,-10,-1,-11,1,x,10
COc1ccc(OC)c(S(=O)(=O)NCCCn2ccnc2)c1,-23,29,12,-1,9,2,66,3
CCNC(=O)NC(=O)C(C)OC(=O)C1CCN(S(=O)(=O)c2ccccc2C(=O)OC)CC1 (configuration not stated),3,x,x,0,-4,0,17,7
O=C(CC1Nc2c3ccccc3nc(=S)n2C1=O)NC1CCCCC1 (configuration not stated),5,x,1,x,-13,-12,x,-4
COc1cc(CNc2cccc3[nH]c(C(F)(F)F)nc23)cc(OC)c1,-4,-19,-1,6,-9,-7,-6,16
COc1ccc(CCC(=O)Nc2ccc(S(=O)(=O)N3CCOCC3)cc2)cc1,5,x,3,-1,10,-7,x,-7
O=C(CCc1ccccc1F)N1CCN(c2ccc(C(F)(F)F)cn2)CC1,0,x,10,-1,-3,-5,x,-2
Cc1ccc(S(=O)(=O)CCC(=O)OCc2cc(=O)oc3cc(C)ccc23)cc1,-5,7,18,0,-12,7,-21,-7
CC(=O)Nc1ccc(Nc2nnc(-c3ccc(O)cc3)c3ccccc23)cc1,2,-23,-6,-2,-2,5,x,-29
CC(=O)N1c2ccccc2N2C(c3c(C)c(C)cc(C)c3C)=NON12,6,x,44,x,4,4,x,3
CO/N=C/C1C(=O)NN=C1c1ccccc1 (configuration not stated),-1,x,16,x,2,5,x,11
Cc1onc(-c2c(F)cccc2Cl)c1C(=O)Nc1nc2c(s1)CCCC2,-1,0,10,-2,10,x,9,x
CCOC(=O)c1cc2c(=O)n3ccccc3nc2n(CC2CCCO2)c1=NC(C)=O (configuration not stated),x,2,x,-2,x,7,-6,13
O=C(Nc1ccc(Cl)cc1)c1csc(-c2ccccc2)n1,x,-13,x,0,x,13,0,x
C[C@@H]1CN([C@@H](C)CO)C(=O)Cc2cc(NC(=O)C3CC3)ccc2O[C@@H]1CN(C)CC1CCCCC1,x,-10,-2,2,-1,x,-5[16.7 µM],x
O=S(=O)(NCc1cccnc1)c1ccc(Cl)cc1,47*,0,-3,-4,4,-4,17,3
CCOc1ccc(N2C(=O)C3Sc4[nH]c(=O)sc4C(c4ccc(OC)c(OC)c4)C3C2=O)cc1 (configuration not stated),5,4,-15,-2,5,2,-3,2
CC(C)N(CCNC(=O)c1ccc(NC2=NC3CS(=O)(=O)CC3S2)cc1)Cc1ccco1 (configuration not stated),1,-5,10,2,2,-2,-2,x
Cc1ccc(F)cc1NC(=O)c1sc2ncn(CC(=O)N3CCN(c4ccccn4)CC3)c(=O)c2c1C,-4,-3,-7,1,2,0,-3,-5
CCN1C(=O)/C(=C\c2ccc(-c3cccc(C(=O)OC)c3)o2)SC1=Nc1ccc(C(=O)O)cc1,-3,x,0,x,12,-6,x,-11
CN(C)c1ccc(/C=N/c2cc(-c3ccccc3)nn2-c2ccccc2)cc1,x,22,x,-1,x,-6,-2,-236
C/C(=N\NC(=S)NC1CCCCC1)c1c(F)cccc1F,4,x,12,64,30,-4,2,-8
Cc1nc2cc(NS(=O)(=O)c3cccc4cccnc34)ccc2s1,2,x,x,-2,-19,10,x,1
O=C(NNC(=O)C1CC(c2cccs2)=NO1)NC1CCCCC1 (configuration not stated),-1,x,10,1,-3,-2,-9,-2
C[C@H](CO)N1C[C@H](C)[C@@H](CN(C)Cc2ccc(C(F)(F)F)cc2)OCc2cn(nn2)CCCC1=O,x,10,13,x,2,0,-3[16.7 µM],8
Cc1csc(NC(=O)C2CCC(C)(C(=O)O)C2(C)C)n1 (configuration not stated),x,13,x,1,x,0,0,-9
Cc1ccc(NC(=O)CN2CCN(Cc3ccccc3)CC2)cc1F,-10,-2,29,12,-6,1,7,2
CCNC(=O)C1CC(=O)N(Cc2ccc3c(c2)OCO3)C(=Nc2ccc(OCC)cc2)S1 (configuration not stated),x,-6,x,2,x,-3,-1,12
CC(C)c1cn([C@H]2C[C@@H]3O[C@@H](CO)CC[C@@H]3O[C@@H]2CCc2ccc(C#CC3(O)CCCC3)cc2)nn1,3,11,x,x,-5,x,x,6
O=C(COC(=O)c1ccccc1NC(=O)c1ccco1)NC1CCS(=O)(=O)C1 (configuration not stated),1,x,8,x,6,1,x,-4
NS(=O)(=O)c1ccc(N2CCN(C(=O)c3ccco3)CC2)nc1,2,4,-7,0,1,8,-2,-8
Cc1nn(C)c(Cl)c1CN1CCN(C2CCCCC2)C(CCO)C1 (configuration not stated),3,x,-6,x,2,8,x,17
CC(C)c1cn(CC[C@H]2CC[C@H](NS(=O)(=O)c3ccc(F)cc3)[C@H](CO)O2)nn1,0,-1,0,52,4,-11,x,-1
CCCOC(=O)C1=C(C)NC(=O)NC1c1ccc(Br)s1 (configuration not stated),-3,-12,-5,x,5,-3,x,9
C[C@H]1CN([C@@H](C)CO)C(=O)c2cc(C#CCN(C)C)cnc2O[C@H]1CN(C)S(=O)(=O)c1ccccc1,-3,2,5,7,7,0,2[16.7 µM],x
CCCN1C2CCCC1CC(NC(=O)c1ccccc1F)C2 (configuration not stated),x,18,x,2,x,-3,-6,-6
COc1ccc(N(C(=O)c2ccncc2)S(=O)(=O)c2ccc(F)cc2)cc1,4,x,0,3,x,x,4,12
COc1cccc(/C=C2\SC(=S)N(CCCC(=O)Nc3cc(C)on3)C2=O)c1,1,2,4,0,49,-3,0,x
CCCC#Cc1cnc2c(c1)C(=O)N([C@H](C)CO)C[C@H](C)[C@@H](CN(C)C(=O)C1CCOCC1)O2,1,3,3,3,1,x,-1[16.7 µM],x

# Additional results:
SMILES,Casp6 inh,PGC1a acetyl inh,LGR2 inh,Cneo AK release,EWS-Fli block,FN deposition inh,miR-122 sensor,PAX8 inh HTS
CCCCCCCCCCC(C(=O)O)C1(C(=O)O)CCC(=O)O1 (configuration not stated),-2,13,x,1,-6,x,5,x
CCOc1ccccc1N1CCN(C(=O)NCc2ccc(C)cc2)CC1,0,x,19,-1,4,0,0,5
CC(C)CC(N)c1csc(NC(=O)C(c2ccccc2)c2ccccc2)n1 (configuration not stated),-4,x,5,1,43,13,2,33
COc1ccc(-n2nc3c(c2NC(=O)c2cc4ccccc4o2)CS(=O)(=O)C3)cc1,2,x,4,0,x,0,x,-10
CCOCc1nnc(NC(=O)c2c(-c3ccccc3)noc2C)s1,4,x,7,0,6,2,-3,16

# Screens as filed in PubChem BioAssay.

# An unsorted share of the library; overall some 2.5% were active at least once.
